High-throughput results deposited in PubChem BioAssay by NCI.
All columns: NCI-60 one-dose screen, growth in % after 48 h at 10 µM unless noted; 100 = growth as untreated, 0 = no growth, -100 = all killed.
SK-MEL-28 = SK-MEL-28 melanoma. 4.1% of 81,000 active
MALME-3M = MALME-3M melanoma | 5.8% of 78,000 active | AID 1794766
T-47D = T-47D breast cancer; 5% of 79,000 active; AID 1794792
UACC-257 = UACC-257 melanoma. 4.4% of 78,000 active
HS 578T = HS 578T breast cancer; 4.1% of 78,000 active
SK-MEL-5 = SK-MEL-5 melanoma. AID 1794755. 6.4% of 80,000 active
LOX IMVI = LOX IMVI melanoma. 7.4% of 79,000 active
SK-MEL-2 = SK-MEL-2 melanoma; 4.7% of 77,000 active; AID 1794763
An asterisk follows results filed as active; . = not tested or not shown; & = joins results of further samples; [ ] = another dose, or the depositor's remark. The calls were made as follows: active = growth percent below 10; inactive = the rest. Hits appear at their usual frequency. About 11% of those tested had a hit in this group.

SMILES	SK-MEL-28	MALME-3M	T-47D	UACC-257	HS 578T	SK-MEL-5	LOX IMVI	SK-MEL-2
COc1ccc2nc3cc(Cl)ccc3c(Nc3cc(CN4CCCC4)c(O)c(CN4CCCC4)c3)c2n1	-22*	-74*	13	-87*	16	-96*	-8.2*	.
O=C(O)c1ccccc1C(=O)Nc1ccccc1[N+](=O)[O-]	110	114	92	17	114	106	96	114
CN(C)CCN(Cc1ccco1)c1ccccn1	97&111	97&118	73&97	102&100	124&106	103&103	99&99	89&111
C=C1C(=O)O[C@H]2[C@H]1CC/C(COC(=O)NCc1cc(OC)c(OC)c(OC)c1)=C\CC[C@@]1(C)O[C@@H]21	63	101	34	.	72	95	54	74
NNC(=O)CCSCCC(=O)NN	110	107	98	113	100	94	103	105
O=C(Nc1ccc(OCc2ccccc2)cc1)Nc1ccc(Cl)c(C(F)(F)F)c1	14	-31*	-2.5*	-21*	-0.1*	-97*	-25*	-40*
CCCCCCCCN1C(=O)/C(=c2\sc3n(c2=O)C2C(NN=3)N(CC)C(=O)N2CC)c2ccccc21 (stereo not given)	88	83	.	96	40	97	82	87
C=C(C)[C@@H]1CC[C@]2(C=NCCCNCCCCNCCCN)CC[C@]3(C)[C@H](CC[C@@H]4[C@@]5(C)CCCNC(C)(C)[C@@H]5CC[C@]43C)[C@@H]12	111	103	91	107	104	96	.	132
CCOC(=O)c1c(C)nc2[nH]n(-c3ccccc3)c(=O)c2c1-c1ccccc1	102	97	86	101	96	93	.	106
C(=C\c1ccccc1)/CN1CCN(C(c2ccccc2)c2ccccc2)CC1	92	106	80	92	93	96	100	104
O=C(Cn1cc(CSc2nc3ccccc3o2)nn1)Nc1cccc(C(F)(F)F)c1	111	104	86	105	92	98	97	105
Cc1c(C(=O)N[C@@H](Cc2ccccc2)C(=O)C(=O)NC(C)C)[nH]c2ccccc2c1=O	98	101	103	99	103	100	98	111
CC(C)(C)c1ccc(S(=O)(=O)/N=C(\N)Nc2nc3ccccc3s2)cc1	105	79	89	97	83	93	95	97
CC(=O)Nc1nc(C(=O)N2N=C(C)/C(=C/c3ccccc3)C2=O)cs1	121	97	99	104	111	108	99	95
COc1ccc(-c2nc(C(=O)Nc3cccc(OC)c3)nn2-c2cccc3ccccc23)cc1	87	67	66	95	90	98	88	91
CN1CCN(c2ccc3nc4c(nc3c2C(F)(F)F)C(=O)c2ncccc2C4=O)CC1	5.5*	-99*	-28*	-82*	-16*	-100*	-50*	-35*
COc1cc2oc(-c3cccc(NC(=O)[C@@H](NC(=O)[C@@H](NC(=O)OC(C)(C)C)C(C)C)C(C)C)c3)cc(=O)c2c(OC)c1OC	110	107	70	113	84	75	85	104
Nc1nc(-c2cccc(Br)c2)nn1-c1nc2ccccc2s1	106	101	86	94	98	100	100	112
O=C(Nc1ccc2c3c(cccc13)CC2)c1ccccc1	98	117	70	96	98	98	99	124
CCCCCCCCn1ccc2cc(NC(=O)Cn3cc(-c4ccc(F)cc4)nn3)ccc21	98	98	86	103	90	97	89	113
O=C1C2CC3CC(C2)CC1C3	113	101	87	90	94	.	95	103
COc1ccc(NC(=O)c2ccc3c(c2)nc(-c2ccc(Cl)cc2)n3-c2cc(C(C)(C)C)[nH]n2)cc1	95	91	75	96	62	71	.	93
c1ccc(Oc2ccccn2)cc1	115	119	96	112	106	103	70	111
Nc1cc(=O)[nH]c(=S)n1-c1ccccc1	99	94	106	.	111	105	96	110
C#CC1(N(C)C)CCC2C3CCc4cc(OC)ccc4C3CCC21C (stereo not given)	114	94	93	102	111	104	93	96
Cc1c(C(=O)C(SC(=S)N2CCN(C(=O)OC(C)(C)C)CC2)SC(=S)N2CCN(C(=O)OC(C)(C)C)CC2)nnn1-c1ccc(Cl)cc1	109	93	83	81	103	103	100	100
O=C1CCC(C(=O)NNCc2ccccc2)N1 (stereo not given)	105	106	100	107	106	104	98	102
CCC(=O)Nc1nnc(Cc2ccc(OC)c(OC)c2)s1	-98*	-46*	-19*	-26*	-13*	47	16	-6.8*
CCn1ncc2c(NNS(=O)(=O)c3ccccc3)ncnc21	103	105	88	89	91	99	95	119
Cc1ccc(-c2csc(NC(=O)CSc3nc(-c4ccc(Cl)cc4)c(C#N)c(=O)[nH]3)n2)cc1	108	109	89	87	85	94	102	94

Brought forward from above: two entries; new compounds follow.
SMILES	SK-MEL-28	MALME-3M	T-47D	UACC-257	HS 578T	SK-MEL-5	LOX IMVI	SK-MEL-2
CCn1ncc2c(NNS(=O)(=O)c3ccccc3)ncnc21	103	105	88	89	91	99	95	119
Cc1ccc(-c2csc(NC(=O)CSc3nc(-c4ccc(Cl)cc4)c(C#N)c(=O)[nH]3)n2)cc1	108	109	89	87	85	94	102	94
CCCN(CCC)CC(O)CNc1cc(OC)cc2cccnc12 (stereo not given)	101	126	.	84	109	100	92	107
Cn1c(=O)c2ccc(-c3cc4ccccc4oc3=O)nc2n(C)c1=O	107	175	94	108	132	107	91	111
CC[C@]12C=CCN3CC[C@@]4(c5cc(NC(=O)CCC(=O)O[C@H]6CC[C@H]7[C@@H]8CC[C@H]9CC(=O)CC[C@]9(C)[C@H]8CC[C@]67C)c(OC)cc5N(C)[C@H]4[C@@](O)(C(=O)OC)[C@@H]1OC(C)=O)[C@@H]32	92	78	46	95	76	54	78	77
C/C(=C(/C)C1CC1CCNS(=O)(=O)c1ccc(C)cc1)c1ccc(C(F)(F)F)cc1 (stereo not given)	87	94	56	75	90	85	84	89
BrCc1ccc(C[P+](c2ccccc2)(c2ccccc2)c2ccccc2)cc1	100	83	59	96	85	92	85	103
COc1ccc2c(c1)C(C)Cc1c(Cl)ncnc1N2C (stereo not given)	15	41	4.2*	14	17	-84*	-69*	-29*
CN1CCN(c2nc3cc(NC(=O)c4ccc(Cl)s4)ccc3s2)CC1	99	96	77	113	87	86	79	93
O=C1NC(=C(Cl)Cl)/C(=N/S(=O)(=O)NCCc2c[nH]c3ccccc23)N1	84	70	47	74	27	74	30	46
CCOC(=O)N1CCc2c(sc3c2C(=O)N[C@H](c2ccc(OC)cc2)N3)C1	109	97	79	87	99	99	101	96
N#Cc1nc(CC(=O)/C=C/c2ccccc2)c(CC(=O)/C=C/c2ccccc2)nc1C#N	103	92	.	96	92	96	90	131
O=C(Nc1ccc2c(O)c(N=Nc3ccc4c(O)cc(S(=O)(=O)O)cc4c3)c(S(=O)(=O)O)cc2c1)c1ccccc1	107	109	102	93	93	98	99	97
COc1ccc2c(c1)c(C1(c3cn(C)c4ccc(OC)cc34)C(=O)Nc3ccc(F)cc31)cn2C	118	80	53	71	80	87	74	91
Cc1ccc(CSc2nc(-c3ccc(Cl)cc3)c(C#N)c(N3CCNCC3)n2)cc1	102	96	89	99	80	74	52	115
CN1CCO/C1=C(/NC(=O)c1ccccc1)[P+](c1ccccc1)(c1ccccc1)c1ccccc1	94	88	82	71	96	100	67	100
Cc1cc(C)c2c(/C=C3/C(=O)NC(=S)NC3C)cc(=O)oc2c1 (stereo not given)	110	103	87	81	98	98	93	94
CCC1(C)CCC(C)c2cc(C(C)=O)c(C)cc21 (stereo not given)	105	97	101	97	115	104	96	99
COc1ccc2[nH]c(=O)c(CSc3ccccc3N)cc2c1	98	93	76	111	99	104	79	129
NC(=O)c1nn(-c2ccccc2)nc1N1CCCCC1	108	115	96	103	100	102	106	111
O=c1oc2ccccc2cc1-c1ccccc1	109	114	121	93	.	106	99	.
ClCC1COC2(CCCC2)O1 (stereo not given)	106	96	99	92	110	104	98	113
C#CCn1cnc2cnc(Nc3cccc(NC(=O)C=C)c3)nc21	82[6.25 µM]	77[6.25 µM]	66[6.25 µM]	62[6.25 µM]	74[6.25 µM]	92[6.25 µM]	83[6.25 µM]	61[6.25 µM]
CCOC(=O)c1cc(C(=O)c2cc(OC)c(OC)c(OC)c2)n2c(-c3ccccn3)cccc12	110	101	104	102	106	96	94	100
COc1cc2nc(Cl)nc(Nc3cccc(C4=Nc5c(N)nc(N)nc5NC(c5ccc(F)cc5)C4)c3)c2cc1OC (stereo not given)	95	.	64	92	86	67	-54*	86
CCOC(=O)c1[nH]c(Cc2[nH]c(C(=O)OCC)c(C)c2C(=O)OCC)c(C(=O)OCC)c1C	115	117	90	.	92	96	94	102
COc1ccc(/C=N/N2C(=O)/C(=C/c3ccc(Cl)cc3)C=C2c2ccc(OC)cc2)cc1	102	104	71	80	102	94	100	95
N#Cc1c(-c2ccccc2)cc(-c2ccccc2)n(CCCCCC(=O)O)c1=O	91	78	94	97	96	94	93	90
Cc1c(C(=O)NCCc2ccc(N3CCC[C@@H]3C)cc2)nn(-c2ccc(Cl)cc2Cl)c1-c1ccc(Cl)cc1	102	106	51	85	106	71	87	79
O=C1C(=O)N(CCCCn2cc(-c3ccccc3)nn2)c2ccc(Cl)cc21	101	96	78	103	82	96	77	105
CC(C)(C)C(=O)/C=C/c1ccc(C#N)cc1	104	102	84	65	91	89	72	94
O=C1OC(c2ccc(F)cc2)CC1CN1CCOCC1 (stereo not given)	109	96	94	.	113	104	89	.
CC1=C(c2cc(-c3ccc(Cl)cc3)nc(=S)[nH]2)C(c2ccccc2)NC(=S)N1 (stereo not given)	113	103	103	110	108	104	98	112
O=C(/C=C(/C=C/c1ccc(C(F)(F)F)cc1)OB(F)F)/C=C/c1ccc(C(F)(F)F)cc1	108	103	93	98	89	98	95	106
CN(C)c1ccc(C2Cc3ccccc3C(=O)N2c2ccccc2)cc1 (stereo not given)	.	82	77	84	86	.	95	82
CCOC(=O)c1cc(C(=O)c2cc(OC)c(OC)c(OC)c2)n2nc(-c3ccc(Cl)cc3)ccc12	111	100	98	98	92	104	98	100
NNc1nc2n(n1)C(CCl)CN2 (stereo not given)	104	96	112	104	100	101	95	95
Nc1ccc(C(=NNc2ccc([N+](=O)[O-])cn2)c2ccc(N)cc2)cc1	114	96	88	106	95	104	95	126
CC(=O)OCC(=O)[C@@]1(O)CCC2C3CCC4=CC(=O)C=CC4(C)C3[C@@H](O)CC21C (stereo not given in full)	106	86	97	102	137	95	97	91
CC(C)(C)OC(=O)N1CCc2c(sc3ncnc(Nc4ccc(NC(=O)Nc5ccc(Br)cc5)cc4)c23)C1	105	106	64	83	.	95	93	.
O=C1Nc2ccccc2/C1=C/c1cn(Cc2c3ccccc3cc3ccccc23)c2ccccc12	115	103	106	106	105	94	105	101
O=Cc1ccc(Oc2nc(N3CCOCC3)nc(N3CCOCC3)n2)cc1	.	95	100	104	93	97	92	105

Nothing new here: an excerpt of the list.
SMILES	SK-MEL-28	MALME-3M	T-47D	UACC-257	HS 578T	SK-MEL-5	LOX IMVI	SK-MEL-2
COc1ccc2nc3cc(Cl)ccc3c(Nc3cc(CN4CCCC4)c(O)c(CN4CCCC4)c3)c2n1	-22*	-74*	13	-87*	16	-96*	-8.2*	.
O=C(O)c1ccccc1C(=O)Nc1ccccc1[N+](=O)[O-]	110	114	92	17	114	106	96	114
CN(C)CCN(Cc1ccco1)c1ccccn1	97&111	97&118	73&97	102&100	124&106	103&103	99&99	89&111

Further results follow:
SMILES	SK-MEL-28	MALME-3M	T-47D	UACC-257	HS 578T	SK-MEL-5	LOX IMVI	SK-MEL-2
N#Cc1ccc(C(=O)CSc2nc(Nc3cccc(S(N)(=O)=O)c3)c3ccccc3n2)cc1	99	105	50	116	99	69	.	103
COc1ccc2nc3cc(Cl)ccc3c(N3CCN(c4nccc(Oc5ccc(Cl)cc5)n4)CC3)c2c1	110	115	55	94	100	92	78	.
N#CC(CCc1ccc([N+](=O)[O-])cc1)(CCc1ccc([N+](=O)[O-])cc1)C(N)=O	100	96	76	89	96	90	89	108
COc1ccc(-n2nc(C(=O)NCC(=O)NO)nc2-c2ccccc2)c(OC)c1OC	101	109	102	.	104	97	99	103
c1ccc(CN2CCCCC2)nc1	106	106	97	109	123	104	94	105
COc1ccc(CCNC(=O)CS(=O)(=O)c2nnc3n(Cc4ccccc4)c(=O)c4c(C)c(C(N)=O)sc4n23)cc1	96	117	97	96	96	104	95	119
CCOC(=O)CCCOc1ccc(/C=C2\CC/C(=C\c3ccc(OCCCC(=O)OCC)cc3)C2=O)cc1	102	97	106	.	110	99	110	.
CN(C)CCNc1cc(-c2ccccc2)nc2ccccc12	-91*	-77*	-5.2*	-75*	11	-74*	-84*	-45*
Nc1ccccc1/C=C\c1ccccc1N	104	123	75	94	.	65	75	68
CCC1NC(=O)C(NC(=O)c2ncccc2O)C(C)OC(=O)C(c2ccccc2)NC(=O)C2CC(=O)CCN2C(=O)C(Cc2ccc(N(C)C)cc2)N(C)C(=O)C2CCCN2C1=O (stereo not given) (tested in a mixture with another compound)	.	55	65	71	.	-22*	49	96

Reprinted at random: 2 compounds from above, in no set order.
SMILES	SK-MEL-28	MALME-3M	T-47D	UACC-257	HS 578T	SK-MEL-5	LOX IMVI	SK-MEL-2
CN(C)CCNc1cc(-c2ccccc2)nc2ccccc12	-91*	-77*	-5.2*	-75*	11	-74*	-84*	-45*
COc1ccc(CCNC(=O)CS(=O)(=O)c2nnc3n(Cc4ccccc4)c(=O)c4c(C)c(C(N)=O)sc4n23)cc1	96	117	97	96	96	104	95	119

The list continues:
SMILES	SK-MEL-28	MALME-3M	T-47D	UACC-257	HS 578T	SK-MEL-5	LOX IMVI	SK-MEL-2
CS(=O)(=O)c1ccc(-c2cc(-c3nnc(SC/C(=N/O)c4ccccc4)n3-c3ccccc3)c3ccccc3n2)cc1	117	96	105	114	101	99	102	108
COc1ccc2oc(=O)cc(/C=C3\C(=O)NN=C3C)c2c1	109	102	99	98	101	98	95	.
COc1ccc(CNC(=O)C(O)C(Cc2ccccc2)NC(=O)c2[nH]c3ccccc3c(=O)c2C)cc1OC (stereo not given)	109	111	98	105	97	103	104	100
OCC(O)C(O)C1OC(O)C(O)C(O)C1O (stereo not given)	98	108	.	100	109	96	97	99
OC(CNC1CCCCC1)CO/N=C1\CCSc2c(Cl)cccc21 (stereo not given)	96	97	75	106	81	79	83	91
O=C(O)c1cn(C2CC2)c2cc(N3CCN(C(=O)/C=C/c4ccc(Cl)cc4)CC3)c(F)cc2c1=O	67	85	66	82	65	65	22	99
CSc1nc2[nH]ncc2c(=O)[nH]1	106	101	.	109	92	93	97	111
